FN deposition inh – fibronectin deposition inhibition; AH1F fibroblasts, Alexa488-fibronectin deposition fluorescence, overnight; inhibition, % at 12.6 µM; 0.086% of 350,000 active; AID 743247;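 active = mean inhibition across replicates of 30% or more, regardless of how many single replicates reach that level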;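 also: positive control wells lacked labelled fibronectin entirely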
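Material – AH1F fibroblast monolayer, labelled fibronectin deposition · Reagent – labelled fibronectin 24 nM · Timing – 1 h adhesion, overnight exposure · Measured by – fluorescence at 485 nm excitation, 525 nm emission · Read-out – inhibition of fibronectin deposition signal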
esBAF inh – inhibitors of esBAF chromatin remodeling in mouse ES cells; Bmi1-luciferase knock-in reporter, 24 h; 100% = twice the neutral-well signal; reporter increase, % at 12.5 µM; 2% of 350,000 active; AID 602393; in the data active = activation above about 40%;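 also: 0% = median of the plate's neutral control wells and 100% = double that signal; a rise in the Bmi1 reporter signal indicates esBAF inhibition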
CASP6 VEID inh – caspase-6 (human) enzyme inhibition; purified caspase-6, Z-VEID-R110 cleavage fluorescence; inhibition, % at 12.5 µM; 0.53% of 350,000 active; AID 686996;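 active = mean inhibition across replicates at least about 35%, with every replicate also reaching that limit, limit read from the data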;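 also: 0% = median of neutral control wells and 100% = no fluorescence left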
Target sequence (P55212 24-179 limits assumed): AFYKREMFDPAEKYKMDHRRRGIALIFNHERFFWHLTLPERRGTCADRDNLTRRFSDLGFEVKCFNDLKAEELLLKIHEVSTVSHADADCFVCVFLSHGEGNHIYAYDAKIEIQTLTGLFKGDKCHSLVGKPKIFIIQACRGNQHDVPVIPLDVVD
Target sequence (P55212 194-293 limits assumed): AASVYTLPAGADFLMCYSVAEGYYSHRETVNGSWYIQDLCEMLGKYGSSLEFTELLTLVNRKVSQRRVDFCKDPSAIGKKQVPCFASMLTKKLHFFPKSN
LGR2 inh – blocks bursicon-induced cAMP signaling via Drosophila LGR2 | HEK293 LGR2, CRE-luciferase, bursicon-stimulated, 4 h | inhibition, % at 9.99 µM | 0.35% of 380,000 active;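 active = drop in luminescence signal, shown as inhibition above about 50% in the replicate tests, limit read from the data, passing the limit was not always enough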;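 also: agonist challenge used bursicon conditioned medium at about half maximal strength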
C2C12 statin – suppression of simvastatin myotoxicity. rescue of ATP level, % at 7.49 µM. C2C12 myotubes + simvastatin, ATP luminescence, 48 h; scaled: DMSO 0, geranylgeraniol control 100. 0.78% of 330,000 active;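 active = mean ATP rescue above about 67%, or every replicate alone reaching that limit, limit read from the data, passing the limit was not always enough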;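 also: myotubes were challenged with 10 µM simvastatin during compound exposure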
SIRT5 inh – blocks human SIRT5 desuccinylation of peptide; Q9NXA8; Purified SirT5, succinyl-peptide AMC, trypsin-coupled fluorescence; inhibition, % at 15 µM; 1.1% of 330,000 active; in the data active = inhibition above about 15%
Target sequence (Q9NXA8 whole entry, looked up): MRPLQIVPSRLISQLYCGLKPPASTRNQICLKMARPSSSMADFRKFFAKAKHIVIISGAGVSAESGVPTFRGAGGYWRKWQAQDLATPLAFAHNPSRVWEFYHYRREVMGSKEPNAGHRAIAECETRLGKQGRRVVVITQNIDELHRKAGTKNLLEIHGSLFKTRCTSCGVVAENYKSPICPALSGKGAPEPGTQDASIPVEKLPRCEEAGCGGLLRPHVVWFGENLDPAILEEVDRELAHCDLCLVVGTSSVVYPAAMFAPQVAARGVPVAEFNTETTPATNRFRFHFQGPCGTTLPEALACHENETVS
S100A4 inh HTS – inhibitors of human S100A4 binding to myosin IIA peptide; P26447; S100A4/TAMRA-MyoIIA peptide fluorescence polarization; inhibition, % at 10.7 µM; 0.14% of 360,000 active;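 active = mean inhibition of at least 70% across replicates, with every replicate also reaching that level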
Target sequence (P26447 whole entry, looked up): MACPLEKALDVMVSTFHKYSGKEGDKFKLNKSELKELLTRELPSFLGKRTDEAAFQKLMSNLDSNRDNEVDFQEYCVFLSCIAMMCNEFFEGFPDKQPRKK
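Assay system: human S100A4 monomer with TAMRA-labelled myosin IIA peptide / Buffer or medium: Calcium-containing HEPES buffer, pH 7.2 / Reagent: TAMRA-labelled myosin IIA heavy-chain peptide probe, 5 nM / Compound: one dose per compound / Timing: polarization read 5 min after assay mix addition, stable 5–60 min / Benchmarks: neutral control DMSO, positive control TFP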
Starred values were filed as active, the others as inactive; x = not tested or not shown. This is a subset; the hit share may differ from the screen's.

SMILES	FN deposition inh	esBAF inh	CASP6 VEID inh	LGR2 inh	C2C12 statin	SIRT5 inh	S100A4 inh HTS
CNC(=O)C[C@H]1CC[C@H]2[C@@H](COc3ccc(NC(=O)Nc4cccc(F)c4)cc3C(=O)N2C)O1	-10	-2	x	10	6	x	x
Cc1ncc(NS(=O)(=O)c2ccc(N)cc2)nc1C	x	0	5	15	3	x	-2
Cc1c(NC(=O)c2ccc3c(c2)OCO3)cccc1-c1nc2ncccc2o1	-1	-1	1	-14	-4	-2	-1
CC(NC(=O)COC(=O)C1CSC2(C)CCC(=O)N12)C12CC3CC(CC(C3)C1)C2 (stereo not drawn)	-9	x	0	-2	x	9	0
O=C(C[C@H]1C[C@@H]2c3cc(NC(=O)Nc4ccc(C(F)(F)F)cc4)ccc3O[C@@H]2[C@H](CO)O1)NCc1cc(F)ccc1F	x	-11	4	2	-1	7	4
CC(C)c1cn(CC[C@@H]2CC[C@H](NC(=O)C3CC3)[C@@H](CO)O2)nn1	-3	-4	2	6	10	0	-5
Cc1nc(CNC(=O)c2cc(COc3ccc(F)cc3Cl)on2)cs1	x	x	-6	3	x	-3	10
O=C(c1ccc(C(F)(F)F)cc1)C1CCCN(C(=O)CCc2cnccn2)C1 (stereo not drawn)	-1	x	-3	-6	x	6	4
C=CCOc1c(CNc2cccc(C(=O)O)c2)cccc1OC	x	52*	x	-86	-2	x	x
CC(C)NC(=O)C1(C)CN(S(C)(=O)=O)CC(=O)N1CCCn1ccnc1 (stereo not drawn)	1	x	-40	10	x	-3	5
C[C@H](CO)N1C[C@H](C)[C@@H](CN(C)C)Oc2cc(-c3ccccc3F)ccc2S1(=O)=O	x	0	2	-2	4	0	12
CC(=O)N1CCC(C(=O)NCCOc2ccc(C)cc2)CC1	0	-2	-2	-1	-1	-4	-16
CC(C)Oc1cccc(-c2cc(C(=O)N3CCN(S(C)(=O)=O)CC3)c3ccccc3n2)c1	x	17	x	-25	-4	x	x
COc1ccc(NC(=O)CN(C)C(=O)CCCNC(=O)c2ccc(Cl)cc2)cc1	2	x	-1	-23	x	-4	-6
CN(C)C(=O)C[C@H]1C[C@@H]2c3cc(NC(=O)c4ccc5c(c4)OCO5)ccc3O[C@@H]2[C@@H](CO)O1	-3	2	0	9	-1	1	0

One compound at a time (already shown). Order of screens: FN deposition inh | esBAF inh | CASP6 VEID inh | LGR2 inh | C2C12 statin | SIRT5 inh | S100A4 inh HTS
O=C(C[C@H]1C[C@@H]2c3cc(NC(=O)Nc4ccc(C(F)(F)F)cc4)ccc3O[C@@H]2[C@H](CO)O1)NCc1cc(F)ccc1F is listed with x | -11 | 4 | 2 | -1 | 7 | 4
CC(C)c1cn(CC[C@@H]2CC[C@H](NC(=O)C3CC3)[C@@H](CO)O2)nn1 is listed with -3 | -4 | 2 | 6 | 10 | 0 | -5
Cc1c(NC(=O)c2ccc3c(c2)OCO3)cccc1-c1nc2ncccc2o1 is listed with -1 | -1 | 1 | -14 | -4 | -2 | -1
CN(C)C(=O)C[C@H]1C[C@@H]2c3cc(NC(=O)c4ccc5c(c4)OCO5)ccc3O[C@@H]2[C@@H](CO)O1 is listed with -3 | 2 | 0 | 9 | -1 | 1 | 0
Cc1ncc(NS(=O)(=O)c2ccc(N)cc2)nc1C is listed with x | 0 | 5 | 15 | 3 | x | -2

(next part)
SMILES	FN deposition inh	esBAF inh	CASP6 VEID inh	LGR2 inh	C2C12 statin	SIRT5 inh	S100A4 inh HTS
N#Cc1c(F)cccc1NCCCn1ccnc1	2	-2	-4	-17	6	0	-2
Cc1ccc(NC(=O)C[n+]2ccn(C3=C([O-])c4ccccc4C3=O)c2)cc1	-25	x	1	18	x	x	-4
Nc1nc(NCc2ccccc2)n(-c2ccccc2)n1	3	-1	-2	6	25	-2	-4
c1ccc(Cn2c(NCc3ccncc3)nc3ccccc32)cc1	x	x	-1	10	x	2	0
COc1cc(OC)cc(C(=O)N2CC(=O)Nc3ccccc32)c1	7	-13	-1	-33	-76	-2	-6
C[C@@H]1CN([C@@H](C)CO)C(=O)c2cc(NS(=O)(=O)c3ccccc3)ccc2O[C@@H]1CN(C)C(=O)NC1CCCCC1	x	0	1	6	-10	4	3
CC1(c2ccc(Cl)cc2Cl)NC(=O)N(CC(=O)NCCC2=CCCCC2)C1=O (stereo not drawn)	-8	-5	0	21	7	-3	-5
Cn1nnnc1SCC(=O)Nc1nc(-c2ccc(F)c(F)c2)cs1	3	x	0	9	x	-5	-3
CCOc1ccc(S(=O)(=O)N2CCc3cc(OC)c(OC)cc3C2)cc1	4	x	0	-19	x	x	3
COc1ccc(-c2csc(NC(=O)CSCc3c(C)noc3C)n2)cc1OC	9	26	60*	-11	3	-4	2
CC(Oc1cccc(Br)c1)C(=O)Nc1cccc(S(=O)(=O)N2CCOCC2)c1 (stereo not drawn)	-1	-3	-4	14	-1	-1	-2
CC(C)Cc1oc(C(=O)O)cc1CN1CCOCC1	3	x	10	-40	x	-5	-4
Cn1nc(-c2ccc(Cl)cc2)cc1NC(=O)CSCC(=O)O	-7	x	0	10	x	-2	8
Cc1ccc(S(=O)(=O)CCN2CCC(n3cccc3)CC2)cc1	-3	-2	0	9	-5	0	0
CC(=O)NC(c1cc(Cl)c2ccccc2c1O)C(C)C (stereo not drawn)	2	-13	-3	11	9	x	11
OC(c1cccc(Cl)c1)c1nc(-c2ccc(Cl)cc2)cs1 (stereo not drawn)	-1	7	1	-9	-21	-2	-7
O=C1/C(=C/c2ccccn2)COc2ccccc21	-13	x	-1	8	x	-2	2
C[C@@H]1CN([C@H](C)CO)C(=O)Cc2cc(NC(=O)NC3CCCCC3)ccc2O[C@H]1CN(C)Cc1ccncc1	x	-3	0	7	1	5	1
CCCn1c(=O)c2sccc2n2c(CCCC(=O)NCc3cccnc3)nnc12	-4	7	-4	4	-10	3	-3
CCCCCCCCN1C(=O)[C@H](CC(=O)NCc2ccc(OC)c(OC)c2)C[C@@]2(C(=O)OCC)CCCC=C12	2	x	2	6	x	2	-1
CCc1ccc(NC(=O)c2ccc3c(=O)n4c(nc3c2)CCCCC4)cc1	2	10	0	-4	-64	3	5
C[C@H](CO)N1C[C@H](C)[C@H](CN(C)Cc2ccccc2)Oc2c(NS(=O)(=O)c3ccccc3)cccc2C1=O	x	-5	0	-1	26	-2	5
c1ccc(Nc2ccnc(Nc3ccccc3)n2)cc1	4	45*	-4	-33	-18	7	-4
CC1(O)N(Cc2ccccc2)C(=O)OC12CCCCC2 (stereo not drawn)	x	1	0	9	-25	2	-2
CC(C)(CO)NC(=O)c1ccc2nc(Cc3cccc(Cl)c3)oc2c1	7	43*	3	-35	-1	-1	-4
COc1ccc(/C=N/NC(=O)c2cccc(NC(C)=O)c2)c(C(=O)O)c1OC	-14	-12	1	-8	4	2	11
CC=Cc1ccc2n(c1=O)C[C@H]1[C@H](CO)[C@@H](C(=O)NCCC)[C@@H]2N1S(=O)(=O)c1cn(C)cn1 (mixture of isomers)	x	6	x	-1	1	x	x
Cc1cccc(NC(=O)[C@H](Cc2ccccc2)NC(=O)[C@@H]2Cc3ccccc3CN2)c1	-11	7	5	-16	-1	5	10
O=C(C[C@@H]1CC[C@H]2[C@@H](COC[C@H](O)CN2C(=O)c2cccnc2)O1)NCc1ccc(-c2ccccc2)cc1	-6	0	-1	-13	-7	1	-54
Cc1nc2ncnn2c(C)c1CCC(=O)N1CCN(C(=O)c2ccco2)CC1	-1	-5	x	x	3	x	x
Cc1cccc(C)c1NC(=O)CN(C)C(=O)c1ccc(-c2cccc(C(F)(F)F)c2)o1	3	3	0	-3	9	-3	-3
COc1ccc(NC(=O)N(C)C[C@@H]2Oc3c(NC(=O)Nc4ccc(F)cc4)cccc3C(=O)N([C@@H](C)CO)C[C@H]2C)cc1	x	-4	1	-11	24	6	0
COc1ccccc1/C=N/NC(=O)NC12CC3CC(CC(C3)C1)C2	2	-1	-2	6	1	-17	-9
COc1cc(/C=N/NC(=O)c2cccc(C)c2)ccc1OCC(=O)Nc1ccccc1	2	x	-1	-39	x	-2	-4
CCOc1ccc(C(=O)NCC(c2ccco2)N2CCOCC2)cc1 (stereo not drawn)	-2	x	5	16	x	-4	-3
CC(=O)Nc1cccc(C(=O)N/N=C/c2c[nH]c3ccccc23)c1	1	-11	2	12	12	5	0
C[C@@H]1CCCCO[C@H](CN(C)S(=O)(=O)c2ccc(F)cc2)[C@@H](C)CN([C@@H](C)CO)C(=O)c2cc(NS(=O)(=O)c3ccccc3)ccc2O1	x	2	-1	31	14	17*	-5
CCC(C)[C@H]1CNCCN1CCc1cc(C(F)(F)F)cc(C(F)(F)F)c1 (stereo partly drawn)	-2	-9	x	39	-12	x	1
CCS(=O)(=O)Nc1ccc2c(c1)C(=O)N(C)[C@H]1CC[C@H](CC(=O)N[C@H]3CCN(Cc4ccccc4)C3)O[C@H]1CO2	0	3	x	-13	5	x	x
C[C@@H]1CN([C@@H](C)CO)C(=O)c2cccc(NC(=O)c3ccncc3)c2O[C@H]1CN(C)C(=O)Nc1ccc(C(F)(F)F)cc1	x	-3	0	9	35	1	0
CCN(CC(=O)Nc1c(F)cccc1F)C(=O)c1cccc(S(=O)(=O)N2CCN(c3ccccc3)CC2)c1	-6	2	4	-8	3	-2	2
Cc1occc1-c1nnc(SCC(=O)NC(C)(C)C)n1CC(C)C	x	x	-4	-10	x	-4	0
On1nnc2ccc(C(F)(F)F)cc21	10	x	-2	-12	x	0	3
CC(=O)NC[C@H]1[C@H](c2ccccc2)[C@H](CO)N1C(=O)Cc1cccnc1	-5	-1	-2	-8	2	3	2
CC(C)CN1CCC(=O)N([C@H](CSc2ccc(Br)cc2)c2ccccc2)CC1	-1	8	3	-19	13	0	-4

With a hit mark in CASP6 VEID inh, among the entries above:
| mol | esBAF inh | CASP6 VEID inh | LGR2 inh | SIRT5 inh | S100A4 inh HTS |
| --- | --- | --- | --- | --- | --- |
| COc1ccc(-c2csc(NC(=O)CSCc3c(C)noc3C)n2)cc1OC | 26 | 60* | -11 | -4 | 2 |

Next part:
SMILES	FN deposition inh	esBAF inh	CASP6 VEID inh	LGR2 inh	C2C12 statin	SIRT5 inh	S100A4 inh HTS
CCn1c(=O)cc(N2CCOCC2)[nH]c1=O	-8	x	0	2	x	1	-1
C=CCOc1ccc(/C=C/C(=O)OCC(=O)N2CCN(S(=O)(=O)c3ccc(C)cc3C)CC2)cc1	3	-8	-2	7	7	-1	-2
Cc1cccc(N2CCN(C(=O)c3ccc(CNc4c(N5CCC(C)CC5)c(=O)c4=O)cc3)CC2)c1C	6	x	-1	19	x	-1	-5
C=CCN(c1ccccc1)S(=O)(=O)c1cccc(C(=O)NCC(c2ccccc2OC)N2CCCC2)c1 (stereo not drawn)	-9	-1	-112	29	-20	1	0
C[C@@H]1CN([C@@H](C)CO)C(=O)c2cccc(NC(=O)c3nc4ccccc4s3)c2O[C@@H]1CN(C)Cc1ccncc1	x	5	6	-19	1	-4	55
CCCCOc1nc(N)nc(-c2ccccc2)n1	4	1	x	x	13	x	x

Reformatted with bars between the fields: part of the list above.
mol | FN deposition inh | esBAF inh | CASP6 VEID inh | LGR2 inh | C2C12 statin | SIRT5 inh | S100A4 inh HTS
C=CCOc1ccc(/C=C/C(=O)OCC(=O)N2CCN(S(=O)(=O)c3ccc(C)cc3C)CC2)cc1 | 3 | -8 | -2 | 7 | 7 | -1 | -2
Cc1cccc(N2CCN(C(=O)c3ccc(CNc4c(N5CCC(C)CC5)c(=O)c4=O)cc3)CC2)c1C | 6 | x | -1 | 19 | x | -1 | -5
